Screens (PubChem)
Pf growth 48h: inhibits P. falciparum growth in the first generation, 48 h; P. falciparum luciferase growth in erythrocytes, 48 h; Potency, µM (series often up to 28.7 µM), for inactives: at the highest dose activity change, negative = inhibition, most hits filed as inhibitors; 310,000 compounds, 5.9% hits; AID 504832; further: potency means the concentration at half of the fitted maximal effect; on the % scale 0 is the no-effect control and ±100 the full control effect
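Growth was read as firefly luciferase luminescence after a 48 h, 37 C, 5% CO2 exposure of compounds to reporter-bearing P. falciparum cultures (0.1% parasitemia, 2% hematocrit final) in Albumax-supplemented RPMI 1640.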
Cycloheximide cs: counter-screen hit for Shiga toxin inhibitors, cycloheximide. cell reporter, cycloheximide protein synthesis inhibition counterscreen. max response, %. 300,000 compounds, 12% hits; in the data active means max response mostly above about 13%, no sharp cut-off; inactive means mostly below about 14%; further: read at 38.3 µM for the half of the compounds with a filed dose; 0% is about no effect
HCV inh: blocks hepatitis C virus; Potency, µM (doses to about 41.8 µM), without a hit: at the highest dose activity change, negative = inhibition, hits mostly inhibitors; Huh7.5.1 HCVcc-Cre infection, luciferase reporter, 44 h; 340,000 compounds, 3.4% hits; further: potency means the concentration at half of the fitted maximal effect; on the % scale 0 is the no-effect control and ±100 the full control effect
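Infectious HCVcc-Cre (~0.5 moi) was added to cells just after compound, with cells seeded 4 h earlier at 1,000 per well. Luciferase activity after 44 h culture reported infection; substrate was incubated 15 min at room temperature before reading.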
Shiga toxin inh: blocks Shiga toxin action in Vero cells. inhibition, % at 38.7 µM. 290,000 compounds, 9.2% hits. Vero cells, Shiga toxin protein synthesis inhibition reporter. AID 2315; in the data active means inhibition mostly above about 28%, no sharp cut-off; inactive means mostly below about 43%; further: 0% is about no effect
Pf growth 96h: P. falciparum growth inhibition at 96 hours; P. falciparum luciferase reporter growth, 96 h; Potency, µM (doses to about 28.7 µM), for the others: at the top dose activity change, negative = inhibition, hits mostly inhibitors; 320,000 compounds, 6.9% hits; AID 504834; further: potency means the concentration at half of the fitted maximal effect; on the % scale 0 is the no-effect control and ±100 the full control effect
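Infected RBCs, 2% Hct / 0.05% parasitemia final; luciferase-reporter P. falciparum; cpd 96 h, 37 C, 5% CO2; luciferase detection reagent; luminescence.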
FBPA Giardia inh: Giardia lamblia aldolase inhibition; A8B2U2; purified Giardia FBPA; Potency, µM (series often up to 59.6 µM), without a hit: top-dose activity, negative = inhibition, actives largely listed as inhibitors; 290,000 compounds, 0.71% hits; AID 2451; further: potency means the concentration at half of the fitted maximal effect; on the % scale 0 is the no-effect control and ±100 the full control effect; nearly all actives have a fitted effect of over 55% in size
Target sequence (A8B2U2 whole entry, looked up): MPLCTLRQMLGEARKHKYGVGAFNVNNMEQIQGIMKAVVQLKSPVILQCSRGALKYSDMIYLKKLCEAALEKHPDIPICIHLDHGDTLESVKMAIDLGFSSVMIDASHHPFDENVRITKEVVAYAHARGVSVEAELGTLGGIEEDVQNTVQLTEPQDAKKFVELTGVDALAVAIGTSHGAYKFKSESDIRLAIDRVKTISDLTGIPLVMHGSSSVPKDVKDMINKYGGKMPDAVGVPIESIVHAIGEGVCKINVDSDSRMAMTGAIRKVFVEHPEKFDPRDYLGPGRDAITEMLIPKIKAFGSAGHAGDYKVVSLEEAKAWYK
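Giardia FBPA (40 nM reagent) was preincubated 10 min at RT with compound (up to 57.5 uM final), then substrate plus GAPDH/TPI/NAD/arsenate coupling system with diaphorase/resazurin was added; resorufin fluorescence (525/598 nm) was read after 20 min.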
Active calls of the source: *; ? = inconclusive; · = not tested or not shown; & = joins results of further samples; [ ] = another dose, or the depositor's remark. Unless noted, the call rests on the fitted dose curve; in most records, active means well fitted curve in the direction sought with a large enough effect; inconclusive means small, poorly fitted or top-dose-only effect, or another doubt; inactive means no such curve, though single readings can be large; an effect the other way counts as inactive or inconclusive.

smiles,Pf growth 48h,Cycloheximide cs,HCV inh,Shiga toxin inh,Pf growth 96h,FBPA Giardia inh
CCCCCC(=O)c1c(O)cc(OC)c(Cl)c1O,·,26*,·,93*,·,-4%
Clc1ccc(OCc2nnnn2-c2ccccc2)cc1,21%,-2,30%,-12,-6%,3%
CCCCCCCCS(=O)C1CCS(=O)(=O)C1 (stereo unspecified),14%,1,14%,7,3%,8%
COc1ccc(N2CCN(C(=O)c3cn(C)c4ccc(S(=O)(=O)N5CCOCC5)cc4c3=O)CC2)cc1,7%,1,2%,-3,?,·
CC(=O)Nc1cc2nn(-c3ccccc3)nc2cc1Cl,280%[activator],26*,2%,64*,58%[activator],0%
Cc1noc(C)c1CSc1nc2sc(C)c(C)c2c(=O)n1C1CCCC1,4.1µM*,-7,?,-4,·,-2%
Cc1ccc(C)c(CSC2=NCCN2C(=O)Cc2ccc([N+](=O)[O-])cc2)c1,?,-2,-8%,-14,?,-5%
CCCS(=O)(=O)N1CCN(C(=O)c2ccccc2F)CC1,-15%,1,-1%,3,·,3%
COCCN(C(=O)c1csnn1)C(C(=O)NC1CCCCC1)c1ccccc1 (stereo unspecified),19%,-3,15%,-3,16%,3%
CCOC(=O)C(C)Sc1cc(CS(=O)(=O)c2ccccc2)nc(-c2ccccc2)n1 (stereo unspecified),23%,-2,?,-7,10µM*,-10%
COc1ccc(NC(=O)CN2CCN(CC(=O)Nc3ccccc3F)CC2)c(OC)c1,-7%,0,-14%,-9,1%,-8%
Cc1ccc(S(=O)(=O)N2CCOC2CNC(=O)C(=O)NCCc2c[nH]c3ccccc23)cc1 (stereo unspecified),0%,-7,?,-6,?,-3%
COC(=O)c1ccc(C(=O)OC)c(NC(=O)COC(=O)c2ccccc2OC)c1,12%,-1,9%,-6,45%[activator],5%
O=C(NCCC1=CCCCC1)C1CCN(C(=O)Nc2ccccc2)CC1,-15%,4,-16%,15,·,-1%
COC(=O)c1ccc([C@@H](O)[C@H](C)C(=O)CC(=O)OC(C)(C)C)cc1,-15%,4&16,52%[activator],11&-4,0%,1%&4%
CCn1cnc2cc(NS(=O)(=O)c3ccc(OC)c(OC)c3)ccc21,-2%,-2,14%,-5,1%,6%
CSc1ccc(C(=S)N2CCN(CCO)CC2)cc1,17%,1,-4%,-12,0%,-8%
CCCC(=O)O[C@]1(C(=O)CO)CC[C@H]2[C@@H]3CCC4=CC(=O)CC[C@]4(C)[C@H]3[C@@H](O)C[C@@]21C,-8%,-1,4%,-4,1%,6%
COc1ccc(N2C(=S)NC3CS(=O)(=O)CC32)cc1 (stereo unspecified),?,5,2%,15,0%,4%
COC(=O)c1ccc(OC(=O)CCS(=O)(=O)c2ccc(C)cc2)cc1,21%,·,19%,·,2%,·
Cn1c(CC(=O)NCCO)c(Sc2ccccc2)c2ccccc21,?,-1,-12%,-2,-21%,-3%
COc1cccc(CNC(=O)COc2cc(O)c3c(c2)OC(C)(C)CC3=O)c1,20%,7,5µM*,7,?,-9%
O=C(c1ccc(S(=O)(=O)Nc2ccccc2)cc1)N1CCOCC1,·,-3,4%,-8,-16%,5%
COc1ccc2c(c1)c(C(C)=O)c(C)n2-c1ccccc1,·,2,?,-11,?,-1%
COc1ccc(N2C(=O)CC(N3CCC(O)(c4cccc(C(F)(F)F)c4)CC3)C2=O)cc1 (stereo unspecified),0%,5,-9%,21,10%,13%
COc1ccc(Nc2nc3ccccc3nc2NS(=O)(=O)c2ccc(NC(C)=O)cc2)cc1,-7%,7,7%,1,22%,4%
CCOc1cc(C(=O)NCc2ccncc2)cc(OCC)c1OCC,?,-4,-20%,-7,·,?
O=C(O)CCCCCNC(=O)/C=C/c1ccco1,0%,-5,10%,-7,?,-1%
COC(=O)CSc1nnc(-c2ccoc2C)n1-c1ccc(C)cc1,-5%,-2,14%,-2,·,-5%
CCC(=O)c1ccc(OCC(=O)OCC(=O)NC2CCCC2)cc1,10%,·,32%[activator],·,40%[activator],·
CC(C)CCc1noc(CN(C)CC2CCN(Cc3ccccc3)CC2)n1,-23%,2,?,-2,-18%,3%
COc1cccc(CN2CCNC(=O)C2CC(=O)NCCCn2ccnc2)c1 (stereo unspecified),-5%,-1,6%,-14,15%,-13%
Cc1ccnc(NC(=S)NC(=O)c2cncc(Br)c2)c1,63%[activator],25*,6%,6,0%,?
O=C(O)C1(c2ccccc2)CCN(S(=O)(=O)c2cccc(Cl)c2)CC1,26%,-1,17%,30,23%,-5%
CCOCCCNS(=O)(=O)c1ccc(NC(=O)c2ccccc2)cc1,?,-2,-24%,-12,·,-5%
Cc1ccc2c(COC(=O)c3c(C)noc3C)cc(=O)oc2c1,0%,17,-6%,35,-3%,3%
COc1cc(C(=O)Nc2ccc(S(=O)(=O)Nc3cc(C)nc(C)n3)cc2)cc(OC)c1OC,-2%,7,9%,12,-4%,5%
O=C(NC(=S)NCCc1ccccc1)c1ccco1,22%,15,-3%,38,19%,?
NC(N)=NN=C1CCCCCCCCCCC1,10µM*,-5,-5%,-14,3.7µM*,-3%
COc1ccc(/C=N/N=C2/NC(=O)C(CC(=O)O)S2)cc1OCc1ccc(Cl)cc1 (stereo unspecified),-23%,0,-22%,-12,36%[activator],2%
Cc1cccc(NC(=O)CCN2CC(C)OC(C)C2)c1 (stereo unspecified),8%,-5,15%,-1,1%,-5%
Cc1cccc(C(C)C)c1NC(=O)c1c(-c2ccccc2)noc1C,-1%,-3,14%,5,2%,13%
COc1ccc(NC(=O)C2CCCN2S(=O)(=O)c2ccc3c(c2)CCC(=O)N3)c(OC)c1 (stereo unspecified),·,-2,-14%,-6,47%[activator],-5%
COc1ccc(C)cc1NC(=O)CC(NC(C)=O)c1ccccc1 (stereo unspecified),93%[activator],-4,-7%,-2,49%[activator],13%
CSc1nc(S(=O)(=O)c2ccccc2)c(Cl)s1,?,4,?,7,-48%[1.15 µM],-5%
Oc1ccc2ccccc2c1CN1CC=C(c2ccccc2)CC1,?,-2,13%,-3,?,-1%
Cc1nnc(Sc2nc3c(c(=O)[nH]c(=O)n3C)n2Cc2ccccc2)s1,3%,-6,?,-5,-11%,3%
CCOc1cc(C(=O)Nc2ncccn2)cc(OCC)c1OCC,6%,1,5%,24,·,1%
Cc1ccc(CN2CCN(/N=C/c3cccn3C)CC2)c(C)c1,-7%,2,-9%,22,-3%,-10%
C=CC(=O)NCNC(=O)C=C,14%,·,?,·,27%,·
CC(=O)c1c(C)[nH]c(C(=O)COC(=O)c2cccnc2Cl)c1C,-9%,·,-4%,·,-23%,·
COc1cc(CO)cc(Br)c1OCC(=O)O,·,-4,-1%,-11,36%[activator],11%
CCc1cc(Cn2nc(-c3ccccc3)cc2C(=O)NCCOC)on1,?,·,0%,·,-12%,·
COc1ccc(C2/C(=C(\O)c3ccc4c(c3)OCCO4)C(=O)C(=O)N2Cc2cccnc2)cc1 (stereo unspecified),?,16,3%,4,-34%,·
CS(=O)(=O)Nc1ccc(OCc2ccccc2)cc1,·,19*,-10%,55,11%,3%
COC(=O)C1C(=O)NC(SC)=C(C#N)C1c1ccccc1F (stereo unspecified),11%,-1,22%,-2,-25%,-2%
COc1ccc(NC(=O)C2C3C=CC4(O3)C2C(=O)N(CCCN2CCCC(C)C2)C4C(=O)NC2CCCCC2)cc1 (stereo unspecified),-11%,-4,-2%,23,?,-8%
N#Cc1nc(-c2ccco2)oc1N1CCC(C(N)=O)CC1,16%,9,20%,-1,·,-6%
COc1ccccc1C(=O)c1c(C)c(CCC#N)n2ccccc12,1%,-4,?,-12,-10%,-9%
O=C(CCN1C(=O)c2ccccc2C1=O)Nc1cccc(S(=O)(=O)NC2=NCCC2)c1,7%,-7,9%,-5,34%[activator],2%

Molecules listed so far with a Cl atom (7):
smiles,Pf growth 48h,Cycloheximide cs,HCV inh,Shiga toxin inh,Pf growth 96h,FBPA Giardia inh
CCCCCC(=O)c1c(O)cc(OC)c(Cl)c1O,·,26*,·,93*,·,-4%
Clc1ccc(OCc2nnnn2-c2ccccc2)cc1,21%,-2,30%,-12,-6%,3%
CC(=O)Nc1cc2nn(-c3ccccc3)nc2cc1Cl,280%[activator],26*,2%,64*,58%[activator],0%
O=C(O)C1(c2ccccc2)CCN(S(=O)(=O)c2cccc(Cl)c2)CC1,26%,-1,17%,30,23%,-5%
COc1ccc(/C=N/N=C2/NC(=O)C(CC(=O)O)S2)cc1OCc1ccc(Cl)cc1 (stereo unspecified),-23%,0,-22%,-12,36%[activator],2%
CSc1nc(S(=O)(=O)c2ccccc2)c(Cl)s1,?,4,?,7,-48%[1.15 µM],-5%
CC(=O)c1c(C)[nH]c(C(=O)COC(=O)c2cccnc2Cl)c1C,-9%,·,-4%,·,-23%,·

(next part)
smiles,Pf growth 48h,Cycloheximide cs,HCV inh,Shiga toxin inh,Pf growth 96h,FBPA Giardia inh
CCC(C(=O)NC1CCCCC1)N(Cc1cccs1)C(=O)CCC(=O)Nc1cc(C)on1 (stereo unspecified),?,-4,11µM*,-4,5%,4%
Cn1c(=NC(=O)CSCC(=O)N2CCCC2)sc2ccccc21,-3%,15,-8%,23,·,5%
CCOC(=O)c1sc(Nc2ccc(OCC)cc2)nc1C,-18%,16,-26%,35,4%,-6%
COc1ccc(C2C(C(=O)N3CCCC3)CC(=O)N2c2ccc(OC)cc2)cc1 (stereo unspecified),-28%,-5,-6%,14,-16%,2%
C/C(=N/NC(=O)CNC(=O)c1cccnc1)c1ccc(Cl)cc1,-4%[0.00184 µM],-5,-3%,-3,53%[activator],0%
CN(Cc1cnn(C)c1)Cc1nc(-c2ccc(Cl)cc2)no1,48%[activator],16*,-14%,41,9.3µM*,-2%
CC(NC(=O)COC(=O)COc1cccc2c1OC(C)(C)C2)c1ccccc1 (stereo unspecified),0%,-3,7%,-2,3%,·

Gathered by group: the entries above with fluorine (four)
smiles,Pf growth 48h,Cycloheximide cs,HCV inh,Shiga toxin inh,Pf growth 96h,FBPA Giardia inh
CCCS(=O)(=O)N1CCN(C(=O)c2ccccc2F)CC1,-15%,1,-1%,3,·,3%
COc1ccc(NC(=O)CN2CCN(CC(=O)Nc3ccccc3F)CC2)c(OC)c1,-7%,0,-14%,-9,1%,-8%
COc1ccc(N2C(=O)CC(N3CCC(O)(c4cccc(C(F)(F)F)c4)CC3)C2=O)cc1 (stereo unspecified),0%,5,-9%,21,10%,13%
COC(=O)C1C(=O)NC(SC)=C(C#N)C1c1ccccc1F (stereo unspecified),11%,-1,22%,-2,-25%,-2%
